Screening results: PubChem BioAssay, National Center for Advancing Translational Sciences (NCATS)
D1 antag: human D1 dopamine receptor antagonism | 360,000 compounds, 3.2% hits | activity change, negative = inhibition, % at 10 µM | HEK293 TREx D1 cells, calcium flux, dopamine EC80; hits give low values | P21728; in the data active = activity change below about -30%; note: % is set by controls: 0 for no effect and ±100 for the full control effect
Target sequence (P21728 whole entry, looked up): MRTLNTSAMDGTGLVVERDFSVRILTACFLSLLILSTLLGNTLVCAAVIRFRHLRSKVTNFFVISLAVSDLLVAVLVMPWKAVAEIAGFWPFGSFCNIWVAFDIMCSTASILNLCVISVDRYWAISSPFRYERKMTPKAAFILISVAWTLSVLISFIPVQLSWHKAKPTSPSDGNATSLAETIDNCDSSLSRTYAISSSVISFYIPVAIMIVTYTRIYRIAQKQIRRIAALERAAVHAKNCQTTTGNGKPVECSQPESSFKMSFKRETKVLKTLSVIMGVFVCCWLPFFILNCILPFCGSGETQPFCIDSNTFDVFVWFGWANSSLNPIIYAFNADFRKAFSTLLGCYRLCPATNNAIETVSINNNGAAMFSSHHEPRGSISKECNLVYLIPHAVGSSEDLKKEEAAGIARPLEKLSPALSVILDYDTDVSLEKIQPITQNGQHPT
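Antagonism measured as reduced calcium response to an EC80 dopamine addition following 180 s compound pre-read; cells were inducible HEK293 Trex D1 plated overnight at 30 C, read kinetically at 1 cycle/sec.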
Vif-APOBEC3G blk: Vif-A3G binding inhibition; Q9HC16; HeLa A3G-eYFP + Vif (tagged APOBEC3G with the HIV-1 protein that degrades it), YFP fluorescence, overnight; Potency, µM (highest dose often 46.1 µM), without a hit: top-dose activity, negative = active, most hits filed as inhibitors; 410,000 compounds, 0.076% hits;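 note: potency is the fitted concentration of half-maximal effect; % is set by controls: 0 for no effect and ±100 for the full control effect; nearly all actives have a fitted effect of over 60% in size; hits raise eYFP signal because A3G escapes Vif-driven loss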
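Read-out is eYFP fluorescence (Ex 488/Em 500-530) from Vif-expressing HeLa A3G-eYFP cells; more signal means A3G escaped Vif-mediated degradation. Cells plated overnight, compound pinned in, incubated overnight at 37 deg C.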
Glioma ERSR ind: inducers of ER stress response in human glioma cells; U87-MG GRP78 promoter luciferase reporter, 16 h; Potency, µM, for inactives: top-dose activation, usual class: activators; 420,000 compounds, 0.02% hits; note: potency is the fitted concentration of half-maximal effect; series mostly up to about 76 µM; % of control where 0% means no effect; nearly all actives have a fitted effect of over 35% in size
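ERSR induction read as luciferase luminescence (Bright-Glo, 10 min at room temperature) in stably transfected human U87-MG glioma cells exposed to compounds for 16 h, using GRP78 as sensor.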
LDHA inh: blocks human lactate dehydrogenase A; purified LDHA, NADH/diaphorase-resazurin fluorescence; hits give low values; activity change, % (values are at about 110 or 230 µM); 480,000 compounds, 0.15% hits; in the data active = activity change below about -30%; inconclusive = mostly about -25% to -30%;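 note: plate controls were DMSO wells for no effect and wells without enzyme for full effect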
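LDH5 2 nM; NADH 0.06 mM, pyruvate 0.2 mM; 200 mM Tris pH 7.4, EDTA, Tween-20; 5 min RT. Detection: diaphorase 0.133 mg/mL + resazurin 37 µM, fluorescence ex540/em590 at 0 and 20 min; normalized to enzyme-free and DMSO wells.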
D1 ag: human D1 receptor agonism | P21728 | HEK293 T-REx D1 cells, calcium flux, agonist mode | activation, % at 2 µM | 360,000 compounds, 1% hits | AID 504660; in the data active = activation above about 30%; note: 0% is about no effect
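Agonism was scored from calcium flux recorded over 180 s (1 read/s) after pintool compound addition, following a 10-cycle baseline. Cells were inducible force-coupled HEK293 TREx D1, plated overnight at 30 C and loaded with no-wash calcium dye.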
D1 potentiator: potentiators of human D1 dopamine receptor; P21728; HEK293 TREx D1 cells, calcium flux, dopamine EC20 potentiation; potentiation, % at 10 µM; 360,000 compounds, 0.036% hits; in the data active = potentiation above about 30%; note: 0% is about no effect
Vif-A3F inh: Vif-A3F binding inhibition | Potency, µM (highest dose often 46.1 µM), for the others: at the top dose activity, negative = active | AID 602313 | 390,000 compounds, 0.2% hits | HeLa A3F-eYFP + Vif (tagged APOBEC3F with the HIV-1 protein that degrades it), YFP fluorescence increase; note: potency is the fitted concentration of half-maximal effect; % of control where 0% means no effect; nearly all actives have a fitted effect of over 65% in size
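HeLa cells stably expressing A3F-eYFP plus Vif, plated and incubated overnight at 37 deg C, then exposed to compounds overnight at 37 deg C. Blocked degradation read as raised yellow fluorescence (Ex 488/Em 500-530).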
D2 potentiator: D2 dopamine receptor (human) potentiation. P14416. HEK293 T-REx D2, calcium flux, EC20 dopamine potentiation. potentiation, % at 10 µM. 340,000 compounds, 0.34% hits;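 active = potentiation over 3 SD above the plate norm, cut at about 30% in these data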; note: 0% is about no effect
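Calcium flux readout, no-wash dye, 1 read/s. Inducible HEK293 Trex D2 line, overnight 30 C. Compound alone 180 s (agonist flags), then EC20 dopamine, another 180 s to score potentiation.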
RXFP1 ag: activates the human relaxin receptor RXFP1. HEK293T-RXFP1 cAMP TR-FRET, 30 min; response scale: percent of porcine relaxin response, buffer zero. 370,000 compounds, 0.3% hits. Potency, µM (top dose mostly 57.5 µM), without a hit: top-dose activation, hits mostly activators. Q9HBX9; note: potency is the fitted concentration of half-maximal effect; % is set by controls: 0 for no effect and ±100 for the full control effect; nearly all actives have a fitted effect of over 60% in size; many of its hits are not listed in these tables
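Agonist response is measured as cAMP accumulation in an RXFP1-transfected HEK293T line under PDE4 inhibition. Values are scaled between buffer-only and 29 nM porcine relaxin, and EC50s come from standard Hill equation fits.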
* marks the source's active call; other numbers are inactive results; ? = inconclusive; . = no result given. Unless noted, calls come from the whole dose curve; as a rule, active = well fitted curve in the direction sought with a large enough effect; inconclusive = small, poorly fitted or top-dose-only effect, or another doubt; inactive = no such curve, though single readings can be large; an effect the other way counts as inactive or inconclusive. An excerpt. The share of hits here may be higher or lower than overall.

The first 12 records, ahead of the listing:
nr	SMILES	D1 antag	Vif-APOBEC3G blk	Glioma ERSR ind	LDHA inh	D1 ag	D1 potentiator	Vif-A3F inh	D2 potentiator	RXFP1 ag
1	O=C(NNC(=S)Nc1ccc(Br)cc1)c1ccc(N2CCOCC2)c([N+](=O)[O-])c1	14	-3%	-3%	-4	1	-6	0%	-5	2.1%
2	Cc1cc(C)c(NC(=O)C2CCN(C(=O)c3ccco3)CC2)c(C)c1	-8	-1%	3%	-7	2	4	2%	-19	-0.7%
3	Cc1ccc(O)c(-c2cc(C(=O)Nc3cccnc3)[nH]n2)c1	-5	-4%	9%	-2	2	0	2%	-6	-1.5%
4	Cc1cc(C(=O)N(CCC#N)Cc2cccs2)no1	-1	0%	-2%	-6	1	-1	-9%	-8	-0.3%
5	CCOC(=O)c1ccc(NC(=O)c2nc[nH]c2C(=O)NC2CCN(C(=O)OC(C)(C)C)CC2)cc1	-15	0%	-2%	-2	2	3	7%	1	-3.6%
6	NC(=O)c1ccc(NC(=O)COc2ccc(-n3cnnn3)cc2)cc1	-11	-5%	-4%	-7	2	-2	-7%	-11	0.0%
7	Cc1ccc(CSc2nc(-c3cccs3)ccc2C#N)cc1	7	?	0%	-1	3	-2	-2%	1	4.2%
8	CCOC(=O)c1cc2c(ccn2C)n1CC(=O)N1CCC(C)CC1	14	5%	-2%	11	2	0	2%	-7	-2.7%
9	C=CCN(C(=O)c1csnn1)C(C(=O)NC1CCCCC1)c1ccc(C)cc1 (stereo not drawn)	19	-2%	-3%	0	1	-10	4%	.	2.9%
10	CC(=O)c1cc(C(=O)c2ccccc2)sc1Nc1ccccc1	10	-8%	4%	-5	5	-12	4%	17	-0.8%
11	Cc1cccc(NC(=O)COC(=O)c2ccccc2SCC(=O)N2CCCC2)c1	-5	1%	-2%	1	6	-8	-2%	3	0.3%
12	O=C(CSc1nnc(-c2ccccc2Cl)o1)N1CCCC1	8	-16%	3%	-5	-1	6	2%	-1	5.1%

Main list, from the start:
nr	SMILES	D1 antag	Vif-APOBEC3G blk	Glioma ERSR ind	LDHA inh	D1 ag	D1 potentiator	Vif-A3F inh	D2 potentiator	RXFP1 ag
1	O=C(NNC(=S)Nc1ccc(Br)cc1)c1ccc(N2CCOCC2)c([N+](=O)[O-])c1	14	-3%	-3%	-4	1	-6	0%	-5	2.1%
2	Cc1cc(C)c(NC(=O)C2CCN(C(=O)c3ccco3)CC2)c(C)c1	-8	-1%	3%	-7	2	4	2%	-19	-0.7%
3	Cc1ccc(O)c(-c2cc(C(=O)Nc3cccnc3)[nH]n2)c1	-5	-4%	9%	-2	2	0	2%	-6	-1.5%
4	Cc1cc(C(=O)N(CCC#N)Cc2cccs2)no1	-1	0%	-2%	-6	1	-1	-9%	-8	-0.3%
5	CCOC(=O)c1ccc(NC(=O)c2nc[nH]c2C(=O)NC2CCN(C(=O)OC(C)(C)C)CC2)cc1	-15	0%	-2%	-2	2	3	7%	1	-3.6%
6	NC(=O)c1ccc(NC(=O)COc2ccc(-n3cnnn3)cc2)cc1	-11	-5%	-4%	-7	2	-2	-7%	-11	0.0%
7	Cc1ccc(CSc2nc(-c3cccs3)ccc2C#N)cc1	7	?	0%	-1	3	-2	-2%	1	4.2%
8	CCOC(=O)c1cc2c(ccn2C)n1CC(=O)N1CCC(C)CC1	14	5%	-2%	11	2	0	2%	-7	-2.7%
9	C=CCN(C(=O)c1csnn1)C(C(=O)NC1CCCCC1)c1ccc(C)cc1 (stereo not drawn)	19	-2%	-3%	0	1	-10	4%	.	2.9%
10	CC(=O)c1cc(C(=O)c2ccccc2)sc1Nc1ccccc1	10	-8%	4%	-5	5	-12	4%	17	-0.8%
11	Cc1cccc(NC(=O)COC(=O)c2ccccc2SCC(=O)N2CCCC2)c1	-5	1%	-2%	1	6	-8	-2%	3	0.3%
12	O=C(CSc1nnc(-c2ccccc2Cl)o1)N1CCCC1	8	-16%	3%	-5	-1	6	2%	-1	5.1%
13	COc1ccc(CNC(=O)CN(C)c2nn3c(=O)cc(C)nc3s2)cc1	-3	2%	1%	-16	0	-2	10%	2	9.0%
14	Cc1ccc(O)c(N=Nc2nccs2)c1	-3	-24%	-3%	4	1	-7	-9%	-6	-2.1%
15	Cc1cc2oc(=O)cc(CN(C)Cc3cccc(F)c3)c2cc1C	-19	-10%	1%	1	3	0	5%	-9	4.6%
16	COc1ccc(NC(=O)C(Cc2cc(C)cc(C)c2)C(C)C(=O)O)cc1 (stereo not drawn)	6	-7%	-3%	-10	2	1	0%	5	1.2%
17	O=C(NCCc1ccc(Cl)cc1)c1ccc2nc(N3CCOCC3)sc2c1	-26	3%	1%	-10	0	-5	-4%	-7	0.6%
18	C/C(=N\Nc1ccc(S(N)(=O)=O)cc1[N+](=O)[O-])c1ccccc1O	-3	0%	-7%	-9	3	-2	-4%	-4	0.2%
19	CN1C(=O)N(C)C2(c3ccccc3)N(C(C)(C)C)C(=O)NC12c1ccccc1 (stereo not drawn)	10	-3%	-3%	-8	-1	-2	-14%	10	-0.7%
20	CCOc1ccc(S(=O)(=O)N(CC(=O)Nc2ccc3c(c2)OCO3)c2ccccc2)cc1	10	-4%	2%	0	0	0	?	-7	7.5%
21	Cc1cccc(C)c1-n1ncc(C(=O)NCCN2CCOCC2)c1C1CCN(C(=O)OC(C)(C)C)CC1	7	-1%	-3%	-2	2	4	3%	4	-1.3%
22	C(=NN1CCCCCC1)c1ccc2c(c1)OCO2	.	5%	-5%	-1	.	.	7%	.	.
23	COc1ccc(N(Cc2cc3cc(OC)ccc3[nH]c2=O)C(=O)C2CCCO2)cc1 (stereo not drawn)	6	1%	-3%	7	2	0	1%	10	2.1%
24	N#CN1CCC(NC(=O)c2ccc(F)cc2)CC1	-15	.	.	-3	3	0	.	.	.
25	COc1ccc(CN2CC(=O)N(c3ccc(Cl)cc3)C2=S)cc1OC	-5	3%	-2%	-4	4	-1	-1%	-3	0.2%
26	CCC(=O)Nc1nnc(C(C)(C)C)s1	16	1%	-2%	-6	2	-6	2%	11	2.0%
